Lamin A splicing: qHTS Assay for Modulators of Lamin A Splicing; HeLa LMNA splicing GFP/RFP minigene ratio, 48 h; Potency, µM (series often up to 46.1 µM), inactives show at the highest dose ratio change, negative = inhibition, usual class: inhibitors; 0.01% of 200,000 active; active = well fitted inhibition curve with a large enough effect in the signal ratio, with a control signal flat, not every such curve was filed as active; inconclusive = small, poorly fitted or top-dose-only effect, or effect the other way, or a change in a side signal; the % refers to the signal ratio; note: potency is the fitted concentration of half-maximal effect; % is set by controls: 0 for no effect and ±100 for the full control effect
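S3 HeLa cells stably expressing lamin A-EGFP splicing minigene plus DsRed2, 600 cells/well, 48 h compound exposure at 37C. Laser-scanning cytometry; analysed as GFP (500-530 nm)/RFP (575-640 nm) total intensity ratio; 0.5% DMSO vehicle.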
NPSR antagonist: qHTS Assay for Antagonists of the Neuropeptide S Receptor: cAMP Signal Transduction. Q6W5P4. 1% of 220,000 active. CHO-NPSR cells, cAMP TR-FRET, antagonist mode. Potency, µM (doses to about 38.3 µM), for the others: at the top dose activity change, negative = inhibition, hits mostly inhibitors; note: potency is the fitted concentration of half-maximal effect; % is set by controls: 0 for no effect and ±100 for the full control effect; nearly all actives have a fitted effect of over 50% in size; many of its hits are not listed in these tables
IMPase Li inh: qHTS Assay for Identifying the Cell-Membrane Permeable IMPase Inhibitors: Potentiation with Lithium. CHO-M1 cells, IP1 TR-FRET (IP-One), carbachol + lithium. Potency, µM (doses to about 59.4 µM), inactives show top-dose activity, negative = IMPase inhibition, usual class: inhibitors. 0.35% of 210,000 active;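 note: IP1 builds up when IMPase is blocked and the TR-FRET signal falls; potency is the fitted concentration of half-maximal effect; plate controls were basal vehicle for no effect and high inhibitor control for full effect; nearly all actives have a fitted effect of over 50% in size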
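IP1 accumulation measured by competitive TR-FRET in lysed CHO-M1 cells after 30 min compound exposure at 37C, with a small lithium addition to potentiate weak responses. Hill-equation AC50 from ratio and donor-channel data.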
CBFb RUNX1 block: qHTS Assay for Compounds Blocking the Interaction Between CBF-beta and RUNX1 for the Treatment of Acute Myeloid Leukemia; Runt-related transcription factor 1 (Homo sapiens) + Core-binding factor subunit beta …; AlphaScreen CBFb-His/RUNX1-biotin binding, biochemical; Potency, µM (highest dose often 59.8 µM), inactives show at the top dose activity, negative = inhibition, actives largely listed as inhibitors; 230,000 tested, under 10 active; note: % of control where 0% means no effect
Target sequence (Q01196 whole entry, looked up): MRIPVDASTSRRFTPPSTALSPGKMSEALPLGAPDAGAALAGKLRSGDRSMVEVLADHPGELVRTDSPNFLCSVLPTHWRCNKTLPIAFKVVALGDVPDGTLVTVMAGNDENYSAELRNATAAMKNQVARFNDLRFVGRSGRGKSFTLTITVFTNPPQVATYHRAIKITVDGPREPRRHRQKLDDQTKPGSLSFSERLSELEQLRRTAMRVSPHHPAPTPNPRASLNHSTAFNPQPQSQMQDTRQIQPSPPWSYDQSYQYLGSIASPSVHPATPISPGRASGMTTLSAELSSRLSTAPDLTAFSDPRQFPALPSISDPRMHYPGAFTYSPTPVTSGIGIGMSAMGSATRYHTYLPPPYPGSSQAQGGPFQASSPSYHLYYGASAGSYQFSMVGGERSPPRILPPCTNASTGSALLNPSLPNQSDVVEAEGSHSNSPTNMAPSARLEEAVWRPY
Target sequence (Q13951 whole entry, looked up): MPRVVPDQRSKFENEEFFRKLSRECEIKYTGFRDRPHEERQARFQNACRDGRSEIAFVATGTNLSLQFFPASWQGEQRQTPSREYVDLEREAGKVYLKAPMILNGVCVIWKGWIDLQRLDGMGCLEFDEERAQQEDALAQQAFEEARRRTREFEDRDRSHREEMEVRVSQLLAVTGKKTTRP
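Proteins preincubated together for 20 min at RT before compound addition; 15 min later, nickel and streptavidin beads were added and left 90 min prior to AlphaScreen measurement.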
KinaseGlo FLuc: Counterscreen for Luciferase (Kinase-Glo TM) Inhibition; Luciferin 4-monooxygenase (Photuris pensylvanica), Q27757; Kinase-Glo luciferase, ATP luminescence, 8 min; Potency, µM (highest dose often 38.3 µM), without a hit: top-dose activity change, negative = inhibition, usual class: inhibitors; 0.28% of 200,000 active; note: potency is the fitted concentration of half-maximal effect; % is set by controls: 0 for no effect and ±100 for the full control effect; nearly all actives have a fitted effect of over 60% in size
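Light output from Kinase-Glo luciferase with luciferin and 10 uM ATP in 50 mM imidazole pH 7.2, KCl, MgCl2, Tween 20, BSA; compound pin-delivered, 8-min ambient incubation, then luminescence read.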
Epigenetic derep: Quantitative High-Throughput Screen for Regulators of Epigenetic Control. AID 1865, 2009. 0.2% of 280,000 active. murine LDR cells, GFP reporter derepression, 30 h. Potency, µM (highest dose often 53.9 µM), inactives show top-dose GFP activation, hits mostly activators; note: potency is the fitted concentration of half-maximal effect; % of control where 0% means no effect; nearly all actives have a fitted effect of over 60% in size
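Derepression of a silenced CMV-GFP reporter in murine LDR cells is scored by enumerating GFP-positive cells with a laser-scanning microplate cytometer after 30 hours of treatment at 37 C.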
GLA spleen mod: qHTS Assay for Inhibitors and Activators of Human alpha-Galactosidase From Spleen Homogenate; Alpha-galactosidase A (Homo sapiens), P06280; Potency, µM (titrated, usually from 80 µM), for the others: at the highest dose activity change, negative = inhibition, usual class: inhibitors; human spleen homogenate, 4MU-alpha-Gal fluorescence, 40 min; 0.008% of 240,000 active;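 note: potency is the fitted concentration of half-maximal effect; 0% = enzyme with vehicle and -100% = no enzyme basal signal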
Target sequence (P06280 32-429 limits assumed): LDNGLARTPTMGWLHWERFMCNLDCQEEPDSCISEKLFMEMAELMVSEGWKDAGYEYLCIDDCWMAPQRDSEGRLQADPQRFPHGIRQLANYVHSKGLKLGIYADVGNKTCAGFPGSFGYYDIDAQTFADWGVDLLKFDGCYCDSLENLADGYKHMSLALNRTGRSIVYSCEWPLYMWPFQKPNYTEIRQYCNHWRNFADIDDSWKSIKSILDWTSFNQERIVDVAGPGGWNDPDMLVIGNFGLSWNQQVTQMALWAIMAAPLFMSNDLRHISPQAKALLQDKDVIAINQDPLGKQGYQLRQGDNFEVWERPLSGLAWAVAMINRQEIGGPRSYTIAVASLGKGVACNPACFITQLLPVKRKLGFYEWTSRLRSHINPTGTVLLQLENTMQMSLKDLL
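Inhibition or activation of alpha-galactosidase in human spleen homogenate is scored by 4-MU fluorescence after 40 min at 37C, pH 5.0, with 1 mM substrate. AC50s come from concentration-response fitted to the Hill equation.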
Numbers without * were called inactive; u = inconclusive; x = no result given; & = joins results of further samples; [ ] = another dose, or the depositor's remark. Unless noted, calls come from the whole dose curve; as a rule, active = well fitted curve in the direction sought with a large enough effect; inconclusive = small, poorly fitted or top-dose-only effect, or another doubt; inactive = no such curve, though single readings can be large; an effect the other way counts as inactive or inconclusive.

SMILES | Lamin A splicing | NPSR antagonist | IMPase Li inh | CBFb RUNX1 block | KinaseGlo FLuc | Epigenetic derep | GLA spleen mod
CCn1c(SCC(=O)NCC2CCCO2)nc2cc(S(=O)(=O)N3CCCCC3)ccc21 (stereo not given) | 11% | -12%[46.1 µM] | 0%[38.3 µM] | 3% | 2% | -0.7% | 17%
CCCCC(=O)Nc1ncc(Br)s1 | 15% | 0%[46.1 µM] | 15%[38.3 µM] | 12% | 0% | -0.2% | -3%
COc1ccc(CNc2ncncc2-c2ccc3c(c2)OCO3)c(OC)c1 | u | x | 14% | x | 1% | 2.6% | 1%
COc1ccccc1NC(=S)NC(=O)CC(C)C | 4% | -8%[46.1 µM] | 3%[38.3 µM] | 1% | -1% | 3.4% | 7%
NC(=O)c1ccsc1NC(=O)c1nc(-c2ccccc2)n(-c2ccccc2)n1 | u | u | 14%[38.3 µM] | -11% | -1% | 1.9% | -2%
CS/C(N)=N/S(=O)(=O)c1ccc(NC(C)=O)cc1 | x | 9% | x | 11% | x | -1.1% | 3%
CCc1ccc(-c2ccc(C(=O)O)cc2)nc1 | -6% | 7%[46.1 µM] | -3%[38.3 µM] | 1% | -6% | 0.0% | 0%
CNc1nc(Nc2ccccc2)nc(OCC(F)(F)F)n1 | u | -5% | 3% | -3% | -1% | -1.1% | 6%
N#C/C(=C/c1cn(-c2ccccc2)nc1-c1cccc(OCc2ccc(F)cc2)c1)C(=O)NCCCn1ccnc1 | u | -42% | 9% | u | 0% | -1.9% | -12%
CN(CC(=O)Nc1ccc(F)c(F)c1)S(=O)(=O)c1cccc2nsnc12 | -5% | -17%[46.1 µM] | 4%[38.3 µM] | 1% | 3% | 0.0% | -3%
CN=C1S/C(=C\c2cn(CC(=O)OC)c3ccccc23)C(=O)N1C | x | -24% | -1% | -6% | -1% | -1.7% | 7%
COc1ccc(-c2noc(CSc3nc4ccccc4c(=O)n3-c3ccc(C)cc3)n2)cc1 | -6% | -23%[46.1 µM] | 17%[38.3 µM] | 4% | -1% | -0.2% | 3%
Cc1cc([N+](=O)[O-])ccc1NCc1ccco1 | 14%[46 µM] | -3% | 4% | -9% | 1% | 1.1% | 6%
O=C(CN1CCC(O)(c2ccc(F)cc2)CC1)NCc1ccc(F)cc1 | 1% | -17%[46.1 µM] | 24%[38.3 µM] | -2% | -8% | -1.0% | 1%
CCc1nnc(NC(=O)CSc2nnc(C3CCCCC3)n2-c2cccc(Cl)c2)s1 | -11% | -15%[46.1 µM] | -3% | 1% | 2% | -1.0% | 3%
O=C(c1ccco1)N1CCC2(CC1)CN(c1ccccc1)C2 | x | x | -6% | x | -3% | x | -4%
Cc1ccc(CN2CCN(Cc3ccon3)CC2CCO)cc1 (stereo not given) | x | -20% | 0% | 17% | x | 1.1% | -2%
O=C(Cc1ccc([N+](=O)[O-])cc1)Nc1ccc2c(c1)OCO2 | x | 7% | 3% | -3% | -2% | 3.5% | 2%
COc1ccc(CCNC(=O)C2CCN(C(=O)c3cccs3)CC2)cc1 | u | -3% | 2% | -3% | 11% | 0.2% | -2%
CCOc1ccc(OCc2ccc(C(=O)N3CCCC(C)C3)cc2)cc1 (stereo not given) | x | -21% | 14% | 6% | -3% | -0.4% | -3%
CC1=C(C(=O)OCc2ccccc2)C(c2ccc(-c3ccccc3)cc2)NC(=O)N1CCCCCC(=O)O (stereo not given) | -11% | -33% | 12% | -5%[2.36 µM] | -2% | -2.5% | 3%
COc1cc(NC(=S)N2CCN(c3ccccn3)CC2)c(OC)cc1Cl | -14% | 6% | 0% | -4% | -1% | 0.0% | 7%
Cc1nc2cc(C(=O)OCC(=O)NC(C)C(C)C)ccc2n1-c1ccccc1 (stereo not given) | 10% | 5% | 21% | 4% | -5% | 1.1% | -11%
O=C(COC(=O)CCC1CCCC1)Nc1nc2c(F)c(F)c(F)cc2s1 | -6% | 4%[46.1 µM] | x | 0% | x | -0.9% | 5%
Cn1c(-c2ccc(F)cc2)cnc1SCC(=O)NCc1ccco1 | 16% | -21%[46.1 µM] | 19%[38.3 µM] | -30% | -1% | 8.4% | 2%
O=C(CCS(=O)(=O)c1cc(Br)cc2c1N(C(=O)C1CC1)CC2)NCc1ccco1 | 15% | -13%[46.1 µM] | 45%[activator][38.3 µM] | 9% | 9% | 0.0% | 4%
COc1cc(OC)cc(-n2nnnc2SCC(=O)NCc2ccc3c(c2)OCO3)c1 | -4% | u | 2%[38.3 µM] | 6% | -2% | 5.6% | -4%
Cc1nc2ncnn2c(N2CCN(c3cccc(C(F)(F)F)c3)CC2)c1C | -10% | u | 12%[38.3 µM] | 7% | 1% | -1.0% | -20%
CC(NC(=O)C(=O)NN=C1CCC(C(C)(C)C)CC1)c1ccccc1 (stereo not given) | u | 9% | -4% | 6% | 0% | 0.0% | -19%
c1nc(NC2CC2)c2cc(-c3ccoc3)ccc2n1 | 7% | x | 7% | x | x | x | 10%
CCOC(=O)CSc1nc2ccccc2n2cnnc12 | 14% | -4%[46.1 µM] | u | 8% | -2% | 0.0% | 5%
COc1ccccc1/C=C/C(=O)OCCN1CCOCC1 | -5% | 4% | 16% | 4% | -1% | 3.2% | -4%
O=C(NNC(=O)C1CCCCC1)c1cnccn1 | 7% | -3%[46.1 µM] | -5%[38.3 µM] | -9% | -4% | -1.2% | -15%
C=C(C)COc1ccc(-c2[nH]ncc2Oc2cccc(OC)c2)c(O)c1 | -18% | u | 9%[38.3 µM] | 7% | 4% | 2.9% | 5%
CCOC(=O)C1C(=O)NC(SCC(=O)Nc2nccs2)=C(C#N)C1c1ccccc1OCC (stereo not given) | -4% | 2%[46.1 µM] | 3% | -2% | 3% | -0.8% | 3%
Cc1ccc(C(=O)CNc2nc3c(c(=O)[nH]c(=O)n3C)n2Cc2ccccc2)cc1 | 3% | -5%[46.1 µM] | 11%[38.3 µM] | 7% | 4% | 0.0% | 6%
CCOC(=O)C1CCN(CCC(=O)Nc2ccc(Cl)cc2)CC1 | 7% | 1%[46.1 µM] | 50%[activator][38.3 µM] | -4% | -3% | -3.9% | -23%
CC1CCCN(c2cc(N(C)CCO)c([N+](=O)[O-])c3nonc23)C1 (stereo not given) | x | -10% | 0% | -4% | 0% | 0.0% | -3%
CO/N=C/C(NC(=O)c1ccc(C(F)(F)F)cc1)C(=O)OC (stereo not given) | u | 5% | -6% | 10% | -11% | -0.4% | 5%
CC1CN(c2ccc(C(=O)c3ccccc3C(=O)O)cc2[N+](=O)[O-])CC(C)O1 (stereo not given) | -10%[46 µM] | -8% | 1% | 5% | 4% | -0.9%[10.1 µM] | 8%

Two of these compounds in a different format.
Each structure is followed by: Lamin A splicing	NPSR antagonist	IMPase Li inh	CBFb RUNX1 block	KinaseGlo FLuc	Epigenetic derep	GLA spleen mod
CCc1ccc(-c2ccc(C(=O)O)cc2)nc1
    -6%	7%[46.1 µM]	-3%[38.3 µM]	1%	-6%	0.0%	0%
CNc1nc(Nc2ccccc2)nc(OCC(F)(F)F)n1
    u	-5%	3%	-3%	-1%	-1.1%	6%

(cont.)
SMILES | Lamin A splicing | NPSR antagonist | IMPase Li inh | CBFb RUNX1 block | KinaseGlo FLuc | Epigenetic derep | GLA spleen mod
CCOC(=O)CNC(=O)O[C@@H]1C(=O)c2cc(OC)ccc2O[C@H]1c1ccc(OC)c(Br)c1 | x | x | 4% | -10% | 3% | 0.0% | -11%
O=C(CCCCCN1C(=O)c2cccc3cccc(c23)C1=O)N1CCOCC1 | -11% | 9% | 5% | -2% | -4% | 1.0% | 8%
COc1cc(C(=O)O)c2ccccc2n1 | -2%[46 µM] | -13% | 6% | 6% | 0% | 0.0% | -1%
COc1ccc(N(CC(=O)N/N=C/c2cccc3c2OCCO3)S(=O)(=O)c2ccc(NC(C)=O)cc2)cc1 | 3% | -16%[46.1 µM] | 7%[38.3 µM] | -2% | 1% | -0.9% | 5%
OCCN(Cc1ccccc1)Cc1ccccc1O | -3%[46 µM] | -2% | 1% | 3% | 2% | -0.2% | -5%
c1ncc(-c2ccoc2)c(NC2CC2)n1 | 3% | x | -3% | x | x | x | -4%
CN1CCN(NC(=S)NC2CCCCC2)CC1 | -9% | 23% | -2% | 2% | 1% | 0.0% | -9%
Cc1nc(CSc2nnc3scc(-c4ccc(Cl)cc4)n23)cs1 | 1% | -1%[46.1 µM] | -43%[38.3 µM] | -1% | 16% | -1.1% | 5%
COc1cccc(-c2nnc(SCC(N)=O)n2-c2ccc(Cl)cc2)c1 | -3% | 6%[46.1 µM] | 1% | 1% | 2% | 0.9% | -7%
NCCC[C@@H](CC(=O)N[C@@H]1CCNC[C@H]1C(=O)N[C@H](CC(=O)N[C@@H](CCC(=O)O)CC(=O)O)Cc1ccccc1)NC(=O)C[C@H](CO)NC(=O)[C@@H]1CCCC[C@H]1N | x | x | 1% | 11% | -1% | -1.1% | -11%
COC(=O)CCCC1=CC2=CC(=O)C(C)(OC(=O)c3cccs3)C(=O)C2=CO1 (stereo not given) | x | x | 16% | -21% | 2% | -1.1% | -3%
CCOC(=O)C1(CCCc2ccccc2)CCN(C(=O)CCn2cncn2)CC1 | u | -23% | 5% | 3% | 1% | 2.1% | -10%
COc1ccc(C2CC2/C(=N/OC(=O)c2cccs2)c2ccccc2)cc1 (stereo not given) | -5% | u | 44%[activator][38.3 µM] | 19% | -2% | -1.0% | -7%
Cc1ccc2c(Cl)cc(Cl)c(O)c2n1 | 7% | x | 7% | 1% | 2% | -2.2% | 6%&2%
COc1ccccc1/C=C/C(C)=O | -7% | 8% | -2% | -4% | 0% | -7.3% | -4%
Cc1ccccc1N(Cc1ccccc1F)S(C)(=O)=O | 11% | -18%[46.1 µM] | -9%[38.3 µM] | 0% | -1% | u | 4%
CN(C)c1ccc(/C=[N+](\[O-])C(C)(C)/C=N/O)cc1 | 11% | -10%[46.1 µM] | 2%[38.3 µM] | -3% | -2% | 2.5% | 0%
COc1cc(C(F)(F)F)nc(-c2ccccn2)n1 | x | 4% | 4% | 4% | -5% | -0.5% | -8%

Of the compounds above, two have an NH in an aromatic ring:
SMILES | Lamin A splicing | NPSR antagonist | IMPase Li inh | CBFb RUNX1 block | KinaseGlo FLuc | Epigenetic derep | GLA spleen mod
C=C(C)COc1ccc(-c2[nH]ncc2Oc2cccc(OC)c2)c(O)c1 | -18% | u | 9%[38.3 µM] | 7% | 4% | 2.9% | 5%
Cc1ccc(C(=O)CNc2nc3c(c(=O)[nH]c(=O)n3C)n2Cc2ccccc2)cc1 | 3% | -5%[46.1 µM] | 11%[38.3 µM] | 7% | 4% | 0.0% | 6%

Bioassay records (PubChem)

The list is partial. The share of hits here may be higher or lower than overall.
